Screening data (PubChem)
Cneo AK release – causes C. neoformans cell lysis. 360,000 tested, 0.2% active. lysis activity, % at 15 µM. adenylate kinase release luminescence, 4 h; normalised: neutral wells 0, clomiphene wells 100;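 active = mean lysis activity across replicates of at least 80%, whatever share of replicates individually reach that level; inactive = mean lysis activity below 80%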
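Material: C. neoformans cells | Amount: Yeast cell density of 5 × 10^6 cells/mL | Medium: Fresh YPD growth medium | Dosing: Single dose | Times: Static 4 h at 37 °C with compound, 1 h detection | Detection: AK luminescence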
S100A4 inh HTS – blocks human S100A4 binding to myosin IIA peptide | inhibition, % at 10.7 µM | AID 652163 | S100A4/TAMRA-MyoIIA peptide fluorescence polarization | P26447 | 360,000 tested, 0.14% active;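 active = mean inhibition of at least 70% across replicates, with every replicate also reaching that level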
Target sequence (P26447 whole entry, looked up): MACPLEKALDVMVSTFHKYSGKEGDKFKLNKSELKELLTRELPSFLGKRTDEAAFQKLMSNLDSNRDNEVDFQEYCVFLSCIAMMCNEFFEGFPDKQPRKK
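incubation = readout 5 min after mixing, signal stable up to 60 min | system = S100A4 monomer protein | buffer or medium = HEPES pH 7.2 with CaCl2, KCl, NaCl, DTT, Triton | benchmarks = neutral control DMSO, positive control TFP | also added = fluorescent myosin IIA peptide, 5 nM | compound dosing = one concentration per compound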
LGR2 inh – Drosophila LGR2 receptor signaling inhibition. 380,000 tested, 0.35% active. inhibition, % at 9.99 µM. AID 720647. HEK293 LGR2, CRE-luciferase, bursicon-stimulated, 4 h;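 active = drop in luminescence signal, shown as inhibition above about 50% in the replicate tests, limit read from the data, passing the limit was not always enough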;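 note: agonist challenge used bursicon conditioned medium at about half maximal strength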
C2C12 statin – suppressors of simvastatin-induced myotoxicity in C2C12 myotubes. ATP luminescence, 48 h; scaled: DMSO 0, geranylgeraniol control 100. rescue of ATP level, % at 7.49 µM. 330,000 tested, 0.78% active;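 active = mean ATP rescue above about 67%, or every replicate alone reaching that limit, limit read from the data, passing the limit was not always enough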;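 note: myotubes were challenged with 10 µM simvastatin during compound exposure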
XiGFP reactiv – activators of X-chromosome reactivation in mouse fibroblasts | XiGFP mouse fibroblasts, % GFP-positive cells imaging, 3 d; cells co-treated with 5-aza-dC sensitizer; scaled so ellipticine positive control = 100% | activation, % at 7.58 µM | 360,000 tested, 0.055% active;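 active = mean normalized replicate activation at least 10% and every replicate at or above 10%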;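 note: 0% = median of on-plate neutral control wells and 100% = ellipticine 6 µM median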
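Material: XiGFP fibroblasts, SV40-immortalized; Buffer or medium: DMEM containing 5-aza-dC; Compound dosing: single point; Times: 3 days compound exposure.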
PGC1a acetyl inh – PGC1a acetylation modulation, inhibitor mode | U2OS PGC1a acetylation, AlphaScreen anti-acetyl-lysine; with virally co-expressed GCN5 acetyltransferase | inhibition, % at 15.6 µM | 350,000 tested, 0.17% active | AID 651687;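 active = every replicate shows inhibition of at least 40%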;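 note: 0% = neutral control wells and 100% = positive control wells; some results beyond the cut were filed as inactive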
ERAP1 inh – ERAP1 (human) enzyme inhibition | recombinant ERAP1, Leu-AMC fluorescence, 60 min | inhibition, % at 10.7 µM | 340,000 tested, 0.15% active;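 active = mean replicate inhibition of at least 30%, or all replicates individually reaching that 30% level; inactive = mean below 30% and not every replicate reaching it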;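 note: 0% = neutral control wells and 100% = L-leucinethiol positive control wells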
SIRT5 inh – sirtuin-5 (human) deacylase inhibition. AID 652115. inhibition, % at 15 µM. Purified SirT5, succinyl-peptide AMC, trypsin-coupled fluorescence. 330,000 tested, 1.1% active. Q9NXA8; in the data active = inhibition above about 15%
Target sequence (Q9NXA8 whole entry, looked up): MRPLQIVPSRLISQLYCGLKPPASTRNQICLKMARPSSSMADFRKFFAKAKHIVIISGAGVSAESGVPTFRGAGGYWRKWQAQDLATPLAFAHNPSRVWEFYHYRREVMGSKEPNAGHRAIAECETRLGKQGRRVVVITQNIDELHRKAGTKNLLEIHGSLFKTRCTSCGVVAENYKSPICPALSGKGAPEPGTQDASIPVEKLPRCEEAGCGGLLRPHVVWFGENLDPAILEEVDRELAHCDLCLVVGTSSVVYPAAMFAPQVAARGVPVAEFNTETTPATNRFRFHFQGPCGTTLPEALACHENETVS
Active calls of the source: *; . = no result given. This is a subset, so the mix of outcomes need not match the whole.

SMILES	Cneo AK release	S100A4 inh HTS	LGR2 inh	C2C12 statin	XiGFP reactiv	PGC1a acetyl inh	ERAP1 inh	SIRT5 inh
O=C(CCN1CCCCC1)NCC[C@H]1CC[C@@H](NC(=O)C2CC2)[C@H](CO)O1	-1	3	-6	2	-0.2	-1	1	0
COc1ccc(S(=O)(=O)Nc2ccc3c(c2)CC(=O)N([C@H](C)CO)C[C@H](C)[C@@H](CN(C)C(=O)NC2CCCCC2)O3)cc1	1	3	-23	12	0.1	5	-2	-5
CC(C)NC(=O)N(C)C[C@H]1Oc2cc(C3=CCCC3)ccc2S(=O)(=O)N([C@H](C)CO)C[C@H]1C	59	-4	-4	1	-0.9	-12	2	4
Cc1ccc(S[C@@H](CCN2CC[C@H](NC(=O)OCc3ccccc3)CCC2=O)c2ccccc2)cc1	-6	-2	-2	8	0.0	-8	-3	.
O=C(CSc1nnc(NC(=O)C2CC2)s1)Nc1ccccc1Cl	3	-1	2	0	0.5	-8	-3	-2
COc1ccc(NC(=O)COc2ccc(/C=N/n3c(C)nnc3C)cc2OC)cc1	0	0	-3	-3	.	.	-1	2
COC(=O)CCCn1cc(CN2CC(N3CCCC3)CS2(=O)=O)nn1 (configuration not stated)	.	-3	5	.	-0.1	.	-2	0
C[C@@H]1CCCCO[C@H](CN(C)Cc2ccc(C(F)(F)F)cc2)[C@@H](C)CN([C@@H](C)CO)C(=O)c2cc(NS(=O)(=O)c3ccc(F)cc3)ccc2O1	0	-6	15	.	0.5	6	0	19*
CCCCc1c(O)nc(SCC(=O)O)[nH]c1=O	14	-6	4	5	0.0	33	2	-4
O=c1c2ccccc2[nH]c(=S)n1CC1CCCO1 (configuration not stated)	-1	.	1	-3	.	-7	.	.
COCC(=O)N1CC2(C1)[C@@H](c1ccc(-c3cccc(F)c3)cc1)[C@@H](CO)N2C(=O)COC	.	4	-5	.	0.4	1	-10	-1
OC(COc1ccc2cc(Br)ccc2c1)CN1CCCC1 (configuration not stated)	2	0	-28	-11	.	-9	3	-2
COc1ccc2c3c(n(C)c2c1)[C@@H](CO)N(Cc1ccccc1F)CC31CCN(C(=O)C2CCC2)CC1	.	1	-2	.	0.2	-12	.	5
Nc1ccc(-c2cc(-c3cccc(N)c3)nc(-c3ccccc3)n2)cc1	-6	-5	-31	15	-0.4	-3	-1	3
O=c1c2c(n3cnnc3n1-c1ccccc1)-c1ccccc1CC21CCCC1	.	0	.	.	0.1	.	1	-1

Part of the list above in order of SMILES length, rising.
SMILES	Cneo AK release	S100A4 inh HTS	LGR2 inh	C2C12 statin	XiGFP reactiv	PGC1a acetyl inh	ERAP1 inh	SIRT5 inh
O=C(CSc1nnc(NC(=O)C2CC2)s1)Nc1ccccc1Cl	3	-1	2	0	0.5	-8	-3	-2
O=c1c2c(n3cnnc3n1-c1ccccc1)-c1ccccc1CC21CCCC1	.	0	.	.	0.1	.	1	-1
COc1ccc(NC(=O)COc2ccc(/C=N/n3c(C)nnc3C)cc2OC)cc1	0	0	-3	-3	.	.	-1	2
Cc1ccc(S[C@@H](CCN2CC[C@H](NC(=O)OCc3ccccc3)CCC2=O)c2ccccc2)cc1	-6	-2	-2	8	0.0	-8	-3	.
COCC(=O)N1CC2(C1)[C@@H](c1ccc(-c3cccc(F)c3)cc1)[C@@H](CO)N2C(=O)COC	.	4	-5	.	0.4	1	-10	-1
C[C@@H]1CCCCO[C@H](CN(C)Cc2ccc(C(F)(F)F)cc2)[C@@H](C)CN([C@@H](C)CO)C(=O)c2cc(NS(=O)(=O)c3ccc(F)cc3)ccc2O1	0	-6	15	.	0.5	6	0	19*

(more compounds)
SMILES	Cneo AK release	S100A4 inh HTS	LGR2 inh	C2C12 statin	XiGFP reactiv	PGC1a acetyl inh	ERAP1 inh	SIRT5 inh
CO[C@H]1CN(C)C(=O)c2ccc(NC(=O)Nc3ccc(Cl)cc3)cc2OC[C@@H](C)NC[C@H]1C	.	.	4	-13	0.1	23	.	.
CN1c2ccc(C#Cc3cccnc3)cc2[C@@H]2[C@@H](CCN2S(=O)(=O)c2ccccc2F)[C@@H]1CO	-25	120*	-40	-56	0.1	-7	1	-26
O=C(Cc1ccccc1)NC(=S)Nc1ccc(OC(F)F)cc1	18	-8	-16	0	0.0	.	-2	-1
COc1ccccc1-c1cnc2c(c1)C(=O)N([C@@H](C)CO)C[C@H](C)[C@H](CN(C)Cc1ccc(C(=O)O)cc1)O2	-24	16	14	-3	0.5	-10	0	1
CCOC(=O)c1c(NC(=O)CSc2nc3c(c(=O)n(C)c(=O)n3C)n2C(C)C)sc(C)c1C	0	.	-12	3	.	3	.	.
Cc1cccc(OCC(=O)Nc2ccccc2N2CCCC2)c1C	-2	-5	15	-3	0.0	.	-2	-4
Cc1nc2ccccc2c2c1CC(C(C)(Cl)Br)O2 (configuration not stated)	.	-7	16	-36	0.1	1	-2	-1
Cc1nnc(SCC(=O)Nc2nccs2)n(N)c1=O	.	5	2	.	0.0	-7	-3	-4
COc1ccccc1NC(=O)C(C)OC(=O)CN1C(=O)C2CC=CCC2C1=O (configuration not stated)	.	5	-11	.	0.2	.	-12	1
COC(=O)c1sccc1NC(=O)c1c(C)c(-c2cccc(Cl)c2)nc2ccccc12	0	.	-2	.	-0.1	-3	.	.
Cc1cccc(C)c1-n1nnnc1C1(C)CCC(=O)N1Cc1cccc(C(F)(F)F)c1 (configuration not stated)	.	1	5	.	0.1	.	4	.
CC(=O)Nc1ccc2nc(NC(=O)c3ccc([N+](=O)[O-])o3)sc2c1	0	-1	-10	114*	-0.1	.	0	-5
COC(CN(C)C(=O)c1ccc2c(c1)NC(=O)c1ccccc1S2)OC	-4	-6	-3	1	0.3	-5	0	-3
CCCCn1c(N)c(N(Cc2ccccc2OC)C(=O)CSCC(=O)Nc2cccc(C)c2)c(=O)[nH]c1=O	0	-3	15	1	0.2	19	1	0
C[C@@H]1CN([C@H](C)CO)C(=O)Cc2cc(NC(=O)Nc3ccc(C(F)(F)F)cc3)ccc2O[C@@H]1CN(C)Cc1ccc(-c2ccccc2)cc1	-2	-1	-2	-30	-0.4	2	6	0
Cc1ccsc1C(=O)Nc1nc2ccccc2[nH]1	-1	0	14	-106	-0.1	6	-1	4
NC(=O)C1CCN(C(=O)COc2ccc3c4c(c(=O)oc3c2)CCC4)CC1	-1	-1	-6	-17	.	8	3	-1
CN1CCN(c2ccccc2NC(=O)COc2ccc(C3CCCCC3)cc2)CC1	7	0	-6	-8	0.2	8	1	-1
O=[N+]([O-])c1ccc(OCC(O)CNCCNc2nccc(C(F)(F)F)n2)cc1 (configuration not stated)	2	18	-13	-6	0.1	-6	5	-1
O=C(Cn1nc(-c2ccc(F)cc2)ccc1=O)Nc1ccc2c(c1)OCCO2	1	1	2	13	0.0	14	2	-3
COc1ccccc1CCNC(=O)COc1cccc2c1OC(C)(C)C2	.	-3	27	-9	0.0	.	0	-3
Cc1ccc(C(=O)Cn2nnc3ccccc32)cc1[N+](=O)[O-]	3	12	.	.	0.0	4	.	0
CN(CC(=O)Nc1ccccc1Br)C(=O)CNC(=O)c1ccc2c(c1)OCO2	-2	-2	22	8	0.1	.	3	-2
COc1cc(/C=C/C(=O)OCC(=O)Nc2ccc(C)c(S(=O)(=O)N3CCCCC3)c2)ccc1O	1	2	-2	.	0.0	.	6	.
CN1C(=O)/C(=C/c2cccc(Cl)c2)Sc2ccc(C(=O)N3CCCC3)cc21	.	-1	26	.	0.1	.	-2	7
Cc1ccccc1NC(=O)c1ccccc1-c1ccccc1	2	-1	-4	12	0.4	.	-2	-3
COc1ccc(-c2nn3c(-c4ccccc4)nnc3s2)cc1OC	1	.	5	37	.	-2	.	.
C[C@@H]1CN([C@H](C)CO)C(=O)c2cc(NC(=O)Nc3ccccc3)ccc2O[C@H]1CN(C)Cc1ccc(C(F)(F)F)cc1	-1	-4	16	-28	-0.2	3	-4	5
CC1C(=O)Nc2ccccc2N1C(=O)c1ccccc1 (configuration not stated)	.	9	-16	.	0.0	4	0	-8
O=C(C[C@H]1C[C@H]2c3cc(NC(=O)NC4CCCCC4)ccc3O[C@H]2[C@@H](CO)O1)NC1CCCC1	.	0	9	.	0.1	.	1	2
COC(=O)C(=O)C/C(=N/Nc1ncnc2ccccc12)c1ccc(Cl)cc1	3	15	-24	-1	0.2	.	2	.
O=c1[nH]nc(-c2ccc(NCCO)c([N+](=O)[O-])c2)c2ccccc12	3	-4	-9	-7	0.2	12	-4	-2
CCN(C(=O)Cn1cc(C(C)=O)c2ccccc21)c1ccccc1	-2	4	0	.	0.1	-8	0	-3
O=S(=O)([N-]c1nc2ccccc2nc1-n1cc[n+](Cc2ccccc2)c1)c1ccc(Cl)cc1	0	-16	-1	.	0.0	17	4	-3
O=C(C[C@H]1CC[C@H]2[C@@H](COC[C@@H](O)CN2C(=O)Nc2ccccc2)O1)NC1Cc2ccccc2C1	53	-3	15	-5	0.3	1	0	-3
Cc1cc(C)cc(C(=O)NC2C(=O)N3C(C(=O)O)=C(CSc4nnc(C)s4)CSC23)c1 (configuration not stated)	.	-2	-13	.	0.3	.	0	-1
CN1CCN(C(c2cccc(Cl)c2)c2ccccc2Cl)CC1 (configuration not stated)	.	-7	1	.	0.0	.	4	-2
Cc1ccc(NC(=S)N(CCCN2CCOCC2)Cc2ccco2)cc1C	4	-1	5	9	0.1	1	-1	-1
O=C(COc1ccccc1Cl)Nc1ccc(C(=O)N2CCCCC2)cc1	0	0	3	-1	-0.1	.	-1	3
CCN1C(=O)c2cccc3c(Cl)ccc(c23)C1=O	.	-7	-14	.	-0.1	.	2	0
C[C@@H]1CN([C@@H](C)CO)C(=O)c2cccc(NC(=O)Nc3ccccc3)c2O[C@H]1CN(C)Cc1ccc2c(c1)OCO2	4	1	23	2	0.0	-5	0	-2
C=CCC1NS(=O)(=O)OC(CCc2ccccc2)C1O (configuration not stated)	8	-4	-11	3	0.0	-104	0	.
CC(=O)Nc1cccc([N+](=O)[O-])c1	.	3	-51	.	0.0	.	-1	1
CCc1cc2c(SCC(=O)NC3CCCC3)ncnc2s1	-1	-17	-25	5	0.4	-2	-1	.
COC(=O)C1NN=C(C(=O)c2ccccc2)C1c1ccccc1 (configuration not stated)	-1	.	-12	3	1.0	-3	.	.
CNC(=O)c1cc(OCC(F)(F)F)ccc1OCC(F)(F)F	.	-2	-5	.	0.0	-5	.	1
COCC(=O)Nc1cc(C(=O)NCC(C)C)ccc1Cl	.	-9	6	.	0.0	.	0	-5
Cc1ccc(C(c2c(C)[nH][nH]c2=O)c2c(C)[nH][nH]c2=O)cc1	4	3	6	9	0.0	14	-2	-4
CC[C@]12c3[nH]c4cc(CCC(=O)N(C)C)ccc4c3CCN1C(=O)[C@@H](CC(=O)NCCCn1ccnc1)C[C@@H]2C(=O)N1CCN(C(=O)C2CC2)CC1	4	2	16	2	0.0	-15	0	-4
COc1ccc2oc(C(=O)OCC(=O)Nc3ccc(N4CCOCC4)cc3)c(C)c2c1	.	61	-8	.	0.3	.	1	0
CCOc1ccc(NC(=O)c2cccnc2C(=O)O)cc1	1	.	8	-12	.	-3	.	.
O=C1NCC(=O)N2[C@@H]1C[C@@H](C(=O)NCc1ccc(F)cc1)[C@H]2c1ccc(O)cc1	-1	-19	.	.	.	0	0	1
COc1ccc(CNC(=O)CSc2nnnn2-c2ccccc2)cc1	-3	.	5	-17	.	4	.	.
COc1ccc(CN(C)C[C@@H]2Oc3ccc(NS(C)(=O)=O)cc3C(=O)N([C@H](C)CO)C[C@@H]2C)cc1	4	-2	-27	11	0.2	4	0	-2
N#CC(c1ccc(O)cc1)c1ncc(C(F)(F)F)cc1Cl (configuration not stated)	.	-4	-12	.	0.0	-22	4	0
